# Assay outcomes (PubChem)
# DUSP1 inh = MKP-1 phosphatase inhibitors, primary screen, biochemical, in vitro. Dual specificity protein phosphatase 1 (Homo sapiens), P28562. recombinant MKP-1, OMFP hydrolysis fluorescence. inhibition, %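 (compounds tested at a single concentration somewhere between 10 and 100 µM)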. 0.15% of 65,000 active. AID 374, 2006;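 active = inhibition above about 50%, limit read from the data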;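 also: 0% = DMSO max control wells and 100% = wells with enzyme stopped by NaOH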
# Target sequence (P28562 whole entry, looked up): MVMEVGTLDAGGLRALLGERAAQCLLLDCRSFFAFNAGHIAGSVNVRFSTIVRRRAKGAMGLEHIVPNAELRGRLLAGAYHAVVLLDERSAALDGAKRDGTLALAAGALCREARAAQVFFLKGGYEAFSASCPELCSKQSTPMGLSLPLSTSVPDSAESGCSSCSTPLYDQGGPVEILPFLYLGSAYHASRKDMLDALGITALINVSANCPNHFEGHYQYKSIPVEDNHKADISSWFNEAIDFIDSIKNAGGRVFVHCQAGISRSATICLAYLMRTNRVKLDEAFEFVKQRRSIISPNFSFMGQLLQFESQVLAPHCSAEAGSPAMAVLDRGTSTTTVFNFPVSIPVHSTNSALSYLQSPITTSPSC
# ROCK2 blocker = inhibitors of human ROCK2 kinase, primary screen, biochemical, high-throughput, luminescence | Rho-associated protein kinase 2 (Homo sapiens), O75116 | purified ROCK2, Kinase-Glo ATP depletion luminescence | inhibition, % at 6 µM | 0.35% of 60,000 active | AID 604, 2007;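 active = inhibition above the screen-wide mean inhibition plus 3 SD, cut at about 18% in these data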;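 also: plate controls were DMSO wells for no effect and Y-27632 control wells after no-enzyme background subtraction for full effect; many of its hits are not listed in these tables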
# TNAP act mid DEA = human TNAP enzyme activators, primary screen, biochemical, luminescent, intermediate phosphate acceptor level; Alkaline phosphatase, tissue-nonspecific isozyme (Homo sapiens), P05186; purified TNAP, CDP-star luminescence, 100 mM DEA, 30 min; stronger effect = higher value; scale: 0 levamisole-inhibited, 1 vehicle-only enzyme; activation factor at 20 µM; 64,000 tested, under 10 active; AID 813, 2007;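 active = activation factor of at least 2 at 20 µM, relative to controls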
# HEK293 NFkB inh = inhibitors of PMA/ionomycin-induced NF-kB reporter, primary screen, antigen receptor NF-kB inhibitor project, cell-based, HEK-293 luciferase reporter, luminescence. HEK-293 NF-kB luciferase reporter. inhibition, % at 3 µM. 0.21% of 62,000 active. AID 465, 2006;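 active = inhibition above the mean of all tested compounds plus 3 SD, cut at about 40% in these data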;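 also: 0% = stimulated DMSO wells and 100% = 10 µM reference inhibitor 5653914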
#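 System – HEK-293 cells with stable firefly luciferase reporter driven by four HIV NF-kB elements · Doses – one dose, 3 µM · Schedule – 1 h compound pre-incubation, 16 h PMA/ionomycin at 37 °C · Technique – luminescence from luciferase substrate reagent · Measure – percent inhibition normalized per plate to DMSO and reference-inhibitor controls · Replicates – tested once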
# PKA kinase inh = inhibitors of human PKA kinase activity, primary screen, biochemical, ATP-depletion luminescence, Kemptide substrate. cAMP-dependent protein kinase catalytic subunit alpha (Homo sapiens), P17612. PKA Kemptide phosphorylation, Kinase-Glo ATP luminescence. inhibition, % at 6 µM. 0.1% of 65,000 active. AID 524, 2006;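 active = inhibition above the screen-wide mean inhibition plus 3 SD, cut at about 21% in these data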; also: many of its hits are not listed in these tables
# Jurkat viability = cytotoxicity toward Jurkat T cells, primary screen, cytotoxicity control, cell-based, Jurkat E6.1, 60K MLSMR library; Jurkat E6.1 viability, ATP luminescence, 48 h; inhibition, % at 4 µM; 1.2% of 56,000 active; AID 463, 2006;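 active = inhibition above the mean inhibition of all tested compounds plus 3 SD, cut at about 28% in these data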
# Cdc25B inh = inhibitors of Cdc25B phosphatase catalytic domain, primary screen, biochemical, OMFP fluorescence. 0.1% of 65,000 active. recombinant Cdc25B, OMFP fluorescence Ex485/Em525. inhibition, %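 (compounds tested at 10 µM final in the well)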; in the data active = inhibition above about 50%
# Target sequence (P30305 whole entry, looked up, the tested form may be a part): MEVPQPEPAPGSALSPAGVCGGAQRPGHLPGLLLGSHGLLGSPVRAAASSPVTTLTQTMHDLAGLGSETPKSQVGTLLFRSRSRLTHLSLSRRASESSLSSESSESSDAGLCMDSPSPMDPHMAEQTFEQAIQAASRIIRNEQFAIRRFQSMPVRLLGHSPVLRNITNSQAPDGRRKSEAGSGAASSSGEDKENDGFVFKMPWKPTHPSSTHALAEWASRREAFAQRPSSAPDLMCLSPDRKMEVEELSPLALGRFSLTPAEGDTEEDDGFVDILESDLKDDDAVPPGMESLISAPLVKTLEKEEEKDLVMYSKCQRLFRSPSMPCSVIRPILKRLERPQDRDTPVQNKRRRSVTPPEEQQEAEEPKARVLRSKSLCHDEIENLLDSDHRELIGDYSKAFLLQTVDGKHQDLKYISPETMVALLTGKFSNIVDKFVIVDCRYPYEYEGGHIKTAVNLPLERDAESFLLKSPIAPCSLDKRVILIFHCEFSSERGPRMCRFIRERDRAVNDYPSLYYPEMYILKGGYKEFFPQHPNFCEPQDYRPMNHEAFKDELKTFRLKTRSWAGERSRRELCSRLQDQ
# MMP13 inh = human MMP13 inhibitors, primary screen, biochemical, FRET peptide cleavage; Collagenase 3 (Homo sapiens), P45452; MMP-13 fTHP FRET cleavage, Mca fluorescence; inhibition, % at 4 µM; 0.07% of 65,000 active; AID 570, 2006;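 active = inhibition above the mean of compound-free control plate wells plus 3 SD, cut at about 14% in these data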;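 also: 0% = DMSO wells and 100% = wells with reference MMP-13 inhibitor after basal subtraction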
# JNK3 inh = JNK3 kinase activity inhibitors, primary screen, biochemical, human, purified enzyme; Mitogen-activated protein kinase 10 (Homo sapiens), P53779; HTS; inhibition, % at 8 µM; 0.61% of 60,000 active; AID 746, 2007; in the data active = inhibition above about 17%;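 also: 0% = DMSO and 100% = reference inhibitor; many of its hits are not listed in these tables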
# Active calls of the source: *; . = no result given; [ ] = dose if it differs, or a comment.
SMILES,DUSP1 inh,ROCK2 blocker,TNAP act mid DEA,HEK293 NFkB inh,PKA kinase inh,Jurkat viability,Cdc25B inh,MMP13 inh,JNK3 inh
COc1ccc(N2CCN(C(=O)c3cc4c(-c5ccc(Cl)cc5)nn(C)c4s3)CC2)cc1,3,3,1.2,5,8,0,-1,5,-2
O=C(O)C1CCCN1C(=O)OCc1ccccc1 (configuration not stated),4,5,1,-4,13,-2,-2,4,11
CCCCOc1ccc(-c2nnn(C(C)C(=O)OCC)n2)cc1 (configuration not stated),8,5,0.9,-6,9,-4,-20,6,-1
O=C(Nc1ccccc1)N1CC=C(c2ccc(F)cc2)CC1,10,-1,0.9,-1,4,7,-5,6,-3
Cc1ccc(-c2nc3cc(N)ccc3o2)cc1,-4,-1,0.8,-36,-5,9,5,-13,3
COCCn1c(C)c(C(=O)O)sc1=S,-1,2,0.9,-8,6,0,6,2,-4
CCc1cc(=O)oc2cc(OCc3nn[nH]n3)ccc12,-3,7,0.9,9,3,4,-2,-50,-2
O=C(NC(c1ccccc1)c1ccccc1)N1CCN(CCO)CC1,-2,9,0.9,6,12,-3,-5,-4,6
Cc1c(NC(=O)C2(C)CCCCC2)c(=O)n(-c2ccccc2)n1C,3,3,0.9,2,3,-6,6,1,6
Nc1ccc(S(=O)(=O)N2CCCc3ccccc32)cc1,-2,5,0.8,8,8,2,-15,3,0
CCn1c(SCC(=O)O)nc2sc3c(c2c1=O)CCC3,-12,-11,0.9,.,1,.,-20,-1,-5
COC(=O)C1=C(C)OC(N)=C(C#N)C1c1cc(OC)ccc1OC (configuration not stated),2,3,1,3,4,-6,-5,-2,11
COC(=O)C1=C(C)Nc2ncnn2C1c1ccc(OCc2ccccc2)cc1 (configuration not stated),-32,4,1,7,3,0,-8,0,2
CCCc1cc(C(=O)NC2CCCC2)no1,-1,5,0.9,-13,3,-7,-6,-4,0
Cc1ccc(S(=O)(=O)n2nc(OC(=O)C3CCCCC3)cc2N)cc1,29,-2,0.9,2,-7,1,-12,3,6
O=C(OCn1nnc2ccccc2c1=O)c1cccnc1,12,9,1,7,5,-4,-4,2,-3
CCOC(=O)CCc1c(C)nc2c(c(C)nn2C(C)(C)C)c1C,0,1,1,11,2,4,-6,6,2
N#Cc1nc(-c2ccccc2)oc1NCCN1CCCCC1,-3,3,0.9,8,0,-2,-10,-220[fluorescence artefact?],-1
Nc1cccc(C(=O)Nc2ccco2)c1,-11,4,0.9,14,4,1,1,3,-9
COc1ccc(NS(=O)(=O)c2ccc(O)c(C(=O)OCC(=O)N3CC(C)OC(C)C3)c2)cc1 (configuration not stated),22,0,0.9,17,1,-2,-8,-2,-4
COc1cccc2c(C)c(C(=O)O)[nH]c12,32,-6,0.9,49*,-7,3,50*,-23,2
Cc1nc(SCC(C)C)[nH]c(=O)c1Cc1ccccc1,25,1,1,3,0,1,0,4,6
O=C(Cc1cn2ccsc2n1)OCc1ccccc1,1,-1,1,2,-8,24,0,0,-3
COC(=O)COc1ccc(S(=O)(=O)N2CCOCC2)cc1,-5,5,1,-7,12,-7,-12,0,3
CC(C)c1nc(SCc2ccccn2)c2c(=O)n(C)c(=O)n(C)c2n1,2,1,0.9,3,6,2,-5,2,1
CCC(C)[C@H](NC(=O)NCc1cccc(OC)c1)C(=O)O (some centres not stated),-21,0,0.9,7,-5,5,4,6,-5
C=C(C)COc1ccc(-c2n[nH]c(C)c2-c2ccccc2)c(O)c1,5,-5,0.9,0,-2,23,-4,-6,-6
Cc1ccccc1CSc1nnc(-c2ccccn2)n1N,11,.,1,-2,1,.,-4,2,.
COc1cccc(C(=O)NC2CCN(CC(=O)NCc3ccccc3OC)CC2)c1,6,.,1,7,10,.,2,7,.
Cc1cc(C)cc(NC(=O)CSc2nnc(-c3ccccc3Br)o2)c1,2,-4,0.9,-7,3,5,5,4,-2
CSc1cccc(NC(=O)CSc2ccccc2)c1,0,2,0.9,-22,0,4,1,-2,-2
Cc1noc(C)c1C(=O)NC(C)c1ccc2c(c1)OCO2 (configuration not stated),-2,8,1,-2,10,0,-3,2,-6
CCOC(=O)c1cnc2ccc(C(=O)OC)cc2c1NCc1ccco1,-2,2,0.9,-18,4,1,-7,-11,1
O=C(CCNC(=O)Cn1cnc2ccccc2c1=O)NCC1COc2ccccc2O1 (configuration not stated),6,10,1,4,8,-6,-18,5,2
COc1ccc(C(=O)O)cc1S(=O)(=O)Nc1cccc(C)c1,-7,3,0.9,4,1,-1,-6,3,-8
Cc1ccc(C(=O)CSc2nnc(-c3ccco3)o2)o1,0,-1,.,3,0,-10,-9,0,-1
O=C(CSc1ccccc1C(=O)NCCCN1CCCC1=O)NCc1ccco1,-6,0,0.9,5,-2,1,-2,-9,1
COc1cc(OC)nc(NC(=O)CN2CCN(c3ccc(F)cc3)CC2)n1,1,8,0.9,18,9,1,-9,-1,0
Cc1ccc(NC(=O)NCCCN2CCOCC2)cc1,1,1,0.9,12,3,-4,-13,-3,-7
CCc1ccccc1S(=O)(=O)Cc1ccc(C(=O)NC(C)C)o1,-1,6,0.9,-1,7,-3,-9,-6,6

# Five structures already listed, sorted by heavy-atom count, lowest first:
SMILES,DUSP1 inh,ROCK2 blocker,TNAP act mid DEA,HEK293 NFkB inh,PKA kinase inh,Jurkat viability,Cdc25B inh,MMP13 inh,JNK3 inh
Cc1ccc(C(=O)CSc2nnc(-c3ccco3)o2)o1,0,-1,.,3,0,-10,-9,0,-1
Cc1noc(C)c1C(=O)NC(C)c1ccc2c(c1)OCO2 (configuration not stated),-2,8,1,-2,10,0,-3,2,-6
COc1ccc(C(=O)O)cc1S(=O)(=O)Nc1cccc(C)c1,-7,3,0.9,4,1,-1,-6,3,-8
CCOC(=O)c1cnc2ccc(C(=O)OC)cc2c1NCc1ccco1,-2,2,0.9,-18,4,1,-7,-11,1
O=C(CSc1ccccc1C(=O)NCCCN1CCCC1=O)NCc1ccco1,-6,0,0.9,5,-2,1,-2,-9,1

# (listing goes on)
SMILES,DUSP1 inh,ROCK2 blocker,TNAP act mid DEA,HEK293 NFkB inh,PKA kinase inh,Jurkat viability,Cdc25B inh,MMP13 inh,JNK3 inh
Cc1ccc(N2CCN(c3ccc(C)cc3)C2c2ccncc2)cc1,19,5,0.9,8,9,-3,17,2,0
CCOC(=O)c1c(NC(=O)CSc2n[nH]c(-c3ccco3)n2)sc(C)c1C,19,0,0.9,7,-4,7,1,2,4
Cc1cc(O)c(-c2cc(C(=O)NCc3ccc4c(c3)OCO4)[nH]n2)cc1C,-10,5,1.1,-2,2,-9,4,-5,-3
CC1Cn2c(nnc2-c2cc3ccccc3cc2O)S1 (configuration not stated),4,2,.,16,2,-9,3,-6,-1
CC(=O)Nc1ccc(SCC(=O)N(CCC#N)c2ccc(C)cc2)cc1,1,6,1,21,12,9,1,-2,4
CCc1nc2ccccc2n1CC(=O)N1CCN(S(=O)(=O)c2cccc(C(F)(F)F)c2)CC1,30,0,.,13,1,2,-22,2,-4
Oc1ccc(N2CCN(c3ncnc4sc5c(c34)CCC5)CC2)cc1,30,4,0.9,-10,8,-7,8,-2,2
CSC1=NC2(CCCCC2)C2=C(CCCC2)N1,-13,-7,0.9,9,-4,14,2,-4,1
O=C(CCNS(=O)(=O)c1ccc(Br)cc1)NCc1ccc2c(c1)OCO2,23,6,0.9,11,8,2,-14,-3,2
Cc1ccc(C)c(-n2c(SCC(=O)Nc3nnc(C)s3)nnc2-c2ccoc2C)c1,1,0,0.9,18,-6,3,-2,-2,-1
O=C1N=C(N2CCOCC2)S/C1=C1\C(=O)N(Cc2ccccc2)c2ccc(Br)cc21,16,4,0.8,1,12,-12,-1,-3,5
CCC1CCCCN1S(=O)(=O)c1ccc(C(=O)Nc2nnc(-c3ccccc3Cl)o2)cc1 (configuration not stated),15,-4,0.8,-5,-3,1,28,-2,-6
CC(=O)OCC(=O)[C@@]1(O)CC[C@H]2[C@@H]3CCC4=CC(=O)CC[C@]4(C)[C@H]3[C@@H](O)C[C@@]21C,-10,4,0.9,.,2,.,-19,0,-2
O=C1OCCC1Sc1ncnc2sc3c(c12)CCC3 (configuration not stated),2,-1,0.8,17,4,-4,-10,8,4
COc1ccc(C2C(C#N)=C(N)OC3=C2C(=O)CC(C)C3)c(OC)c1OC (configuration not stated),7,5,0.9,7,11,-7,2,5,-9
O=C(N1CCOCC1)N(Cc1ccccc1)c1ccccn1,21,2,1,15,4,0,-13,4,-3
COc1ccc(C2C(C(=O)NCc3ccccn3)c3ccccc3C(=O)N2C)cc1OC (configuration not stated),4,.,1,-11,6,.,2,0,.
c1coc(CSCc2cn3cccnc3n2)c1,5,-8,1,17,11,0,2,1,-5
COc1ccc(Cl)cc1C(=O)Nc1ccc2c(c1)OCO2,5,1,.,-8,-2,4,-2,2,-2
CN(Cc1ccccc1)C(=O)C1CCN(Cc2ccc(F)cc2)CC1,17,-4,1,17,-8,5,32,1,4
CCOC(=O)C(C)c1nn(C)c(=O)c2ccccc12 (configuration not stated),4,-6,1.1,14,-3,11,-3,3,-1
CC1CCCN(C(=O)CSc2nnc(-c3cccnc3)n2C2CCCCC2)C1 (configuration not stated),-19,-8,1,12,2,6,-8,-5,-6
COc1ccc(-n2nc3c(c2NC(=O)C2CCCC2)CS(=O)C3)cc1 (configuration not stated),6,-5,0.9,8,-8,7,-2,8,5
CCCC1(C(=O)OCC)NC(c2ccc(N(C)C)cc2)C2C(=O)N(c3ccccc3)C(=O)C21 (configuration not stated),6,-5,0.9,21,-5,-2,-4,0,-8
CC(NC(=O)c1cc(-c2ccc(Br)cc2)on1)c1ccccc1 (configuration not stated),21,10,0.9,4,13,-5,1,2,-2
CCCCc1nc2c(=O)[nH]c3ccccc3c2o1,11,8,1,8,12,-10,-8,2,0
Cn1c(SCc2cc(=O)n3cc(Br)ccc3n2)nnc1C1COc2ccccc2O1 (configuration not stated),22,5,1,16,2,6,-6,-2,0
Cc1cc(C)nc(N2CCCC(C(=O)Nc3ccc4nc(C)c(C)nc4c3)C2)n1 (configuration not stated),23,5,0.9,28,6,1,-11,-5,6
Cn1c(SCC(=O)Nc2ccc3c(c2)oc2ccccc23)nnc1-c1ccccc1,12,10,0.9,6,11,-6,-2,7,3
CCCc1nc(-c2ccc(-c3ccc(F)cc3)cc2)no1,5,6,0.8,6,3,2,-2,4,6
COC(=O)CSC1=C(C#N)C(c2cccc(OC)c2)CC(=O)N1 (configuration not stated),-1,2,0.9,8,4,11,-2,1,-2
COc1ccc(OC)c2sc(N3CCN(c4ccccc4)CC3)nc12,5,7,0.9,-11,16,-6,-1,7,-6
O=C(Nc1ccccc1)N(CCCN1CCOCC1)Cc1ccccc1F,-16,0,0.9,9,6,-1,0,-2,-4
Cc1cc(C)c2[nH]c(=O)c(C(c3nnnn3Cc3ccc4c(c3)OCO4)N3CCCCC3)cc2c1 (configuration not stated),-11,3,0.9,6,5,-2,6,-2,3
